Compound activity as filed in PubChem.
MBD2 inh: blocks human MBD2 binding to methylated DNA. Q9UBB5. TR-FRET, MBD2 binding to methylated oligonucleotide. inhibition, % at 4.4 µM. 0.31% of 370,000 active; in the data active means inhibition above about 13%
Target sequence (Q9UBB5 whole entry, looked up): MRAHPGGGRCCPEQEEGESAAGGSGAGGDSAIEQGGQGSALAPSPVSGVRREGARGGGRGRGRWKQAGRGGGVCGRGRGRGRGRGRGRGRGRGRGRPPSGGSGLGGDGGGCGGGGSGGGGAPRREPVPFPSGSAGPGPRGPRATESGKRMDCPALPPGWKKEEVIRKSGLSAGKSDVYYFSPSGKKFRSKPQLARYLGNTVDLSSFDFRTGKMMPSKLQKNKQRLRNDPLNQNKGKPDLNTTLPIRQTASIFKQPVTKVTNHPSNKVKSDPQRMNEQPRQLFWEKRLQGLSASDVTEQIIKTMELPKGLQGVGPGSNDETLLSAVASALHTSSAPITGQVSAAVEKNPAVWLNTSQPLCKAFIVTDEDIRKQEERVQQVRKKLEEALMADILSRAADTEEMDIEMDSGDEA
PRMT1 FP inh: inhibitors of human PRMT1; Q99873; recombinant PRMT1, activity-based probe fluorescence polarization; inhibition, % at 2.79 µM; 1.3% of 370,000 active;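 active means inhibition above about 21% made by adding two undisclosed values, limit read from the data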
rCAG RNA binder: r(CAG) repeat RNA binding; TO-PRO-1 dye displacement fluorescence; inhibition, % at 3 µM; 1.3% of 370,000 active; AID 651821;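 active means inhibition above the plate cutoff, the mean of all test compounds on that plate plus 3 SD, cut at about 35% in these data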;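 further: 0% = DMSO alone and 100% = 100 µM mitoxantrone as full dye displacement; higher means more dye released from RNA so lower well fluorescence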
TCR CD3 inh: human TCR-CD3 binding inhibition; TAMRA-labeled TCR probe fluorescence, biochemical; inhibition, % at 9.4 µM; 0.37% of 360,000 active; AID 651800; in the data active means inhibition above about 19%;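 further: recombinant mutant TCR 2C K166C tagged with TAMRA read by polarization; 0% = receptor in buffer alone and 100% = receptor with positive control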
mABHD4 FP: inhibits mouse alpha/beta hydrolase domain 4 | Q8VD66 | purified mABHD4, FP-Rh probe fluorescence polarization | inhibition, % at 8.92 µM | 0.54% of 370,000 active | AID 720543;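 active means inhibition exceeding the mean over every tested compound plus 3 SD, cut at about 30% in these data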;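 further: 0% = plate median of compound wells and 100% = S159A mutant with DMSO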
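Material: mouse ABHD4 enzyme, wild type; Benchmarks: S159A mutant high control, sample median low control; Buffer or medium: HEPES pH 7.0, NaCl, Pluronic buffer; Signal: fluorescence polarization; Read-out: percent inhibition of probe binding, normalized to plate controls; Timing: pre-incubation 45 min, probe exposure 60 min, at 25 °C; Dosing: 8.92 µM, single dose.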
NPR1 activator: GC-A (human) enzyme activation. HEK293 GC-A cells, cGMP TR-FRET, EC30 ANP; 0% at EC30 ANP, 100% saturating ANP. activation, % at 10 µM. AID 1671463. 0.14% of 370,000 active. P16066; in the data active means activation above about 40%
NPR2 activator: GC-B (human) receptor activation; 0.11% of 370,000 active; activation, % at 10 µM; HEK293-GC-B cells, CNP EC30, cGMP TR-FRET; 0% at EC30 CNP, 100% saturating CNP; AID 1920062;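 active means activation at 10 µM reaching about 35% in either raw or pattern-adjusted values, limit read from the data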
SIAE primary: human SIAE inhibition, primary screen. Q9HAT2. SIAE FP-Rh probe binding, fluorescence polarization. inhibition, % at 9.66 µM. 0.69% of 370,000 active;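 active means inhibition above a cutoff: mean of compounds within the control limits plus 3 SD of those, cut at about 17% in these data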;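 further: 0% = plate median of compound wells and 100% = probe without SIAE protein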
HTRA1 inh: HTRA1 (human) protease inhibition; AID 504803; recombinant HTRA1, FP-rhodamine activity-based probe, fluorescence polarization; 0.5% of 340,000 active; inhibition, % at 5.96 µM; in the data active means inhibition above about 36%;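 further: 0% = enzyme with DMSO and 100% = wells lacking enzyme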
Target sequence (Q92743 whole entry, looked up): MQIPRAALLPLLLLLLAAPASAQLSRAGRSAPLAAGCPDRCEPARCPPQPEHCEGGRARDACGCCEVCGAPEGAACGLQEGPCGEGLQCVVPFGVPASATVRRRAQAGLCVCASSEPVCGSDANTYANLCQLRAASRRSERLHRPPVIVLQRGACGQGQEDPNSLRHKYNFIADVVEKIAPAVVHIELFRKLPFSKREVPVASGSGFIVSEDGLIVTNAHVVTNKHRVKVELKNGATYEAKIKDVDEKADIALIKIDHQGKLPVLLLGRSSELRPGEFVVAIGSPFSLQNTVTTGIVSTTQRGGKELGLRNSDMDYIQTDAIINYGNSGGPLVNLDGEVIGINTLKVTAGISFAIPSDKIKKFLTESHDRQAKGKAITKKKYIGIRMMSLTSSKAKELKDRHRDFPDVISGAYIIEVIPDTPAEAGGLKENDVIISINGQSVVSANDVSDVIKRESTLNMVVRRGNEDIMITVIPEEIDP
UHRF1 MBD2 ctr: blocks human UHRF1 binding to methylated DNA; 0.75% of 370,000 active; UHRF1 binding to methylated oligo, TR-FRET; Q96T88; AID 687016; inhibition, % at 4.4 µM; in the data active means inhibition above about 21%;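 further: UHRF1 SRA domain binding a hemimethylated CpG hairpin DNA probe; 0% = median of test compound wells and 100% = reference inhibitor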
* = called active by the depositor; / = not tested or not shown.

Labels used below: A = MBD2 inh; B = PRMT1 FP inh; C = rCAG RNA binder; D = TCR CD3 inh; E = mABHD4 FP; F = NPR1 activator; G = NPR2 activator; H = SIAE primary; I = HTRA1 inh; J = UHRF1 MBD2 ctr
O=C(OCC(O)C(O)C(O)C(SCc1ccccc1)SCc1ccccc1)c1ccccc1 (centres undefined)
  A = 2	B = 0	C = 1	D = -5	E = -28	F = -1	G = -2	H = -6	I = -47	J = 2

C#CCNC(=O)C1=C[C@H](c2csc3ccccc23)C[C@H](OCCCCO)O1
  A = 1	B = 4	C = 2	D = 8	E = 0	F = -3	G = 0	H = -2	I = -26	J = -5

CC(C)(C)n1nnnc1C(c1cc2ccccc2o1)N(CCC#N)Cc1ccccc1 (centres undefined)
  A = -2	B = -2	C = -1	D = 0	E = -8	F = -13	G = -4	H = -2	I = /	J = 0

COc1ccc(C/C(N)=N/OC(=O)CCc2ccccc2)cc1
  A = 3	B = -3	C = -3	D = 7	E = 0	F = 2	G = -6	H = -2	I = -2	J = 0

Cc1ccc(C)c(S(=O)(=O)N2CCN(c3nc(-c4cccnc4)nc4ccccc34)CC2)c1
  A = -2	B = -3	C = 7	D = 3	E = 0	F = -9	G = -2	H = -16	I = -40	J = -1

Cn1c(=NC(=O)c2cccc([N+](=O)[O-])c2)sc2ccccc21
  A = -4	B = -4	C = -1	D = -1	E = 2	F = -1	G = -3	H = 2	I = 2	J = -1

Cn1cccc1C(=O)Nc1nc(-c2ccccn2)cs1
  A = 1	B = 2	C = 4	D = 3	E = 14	F = 3	G = 5	H = -2	I = 1	J = -2

COCCNS(=O)(=O)c1cc2[nH]c3c(c2cc1C)C(=O)CC(C)(C)C3
  A = 1	B = 2	C = -2	D = -2	E = 5	F = 0	G = 3	H = 2	I = 0	J = 0

CC(OC(=O)c1ccc(NS(=O)(=O)c2ccc3[nH]c(=O)[nH]c3c2)cc1)C(N)=O (centres undefined)
  A = -4	B = -4	C = 3	D = 6	E = -7	F = -2	G = 2	H = -4	I = 1	J = 2

CC(C)Cn1cnc2sc3c(c2c1=N)CCCC3
  A = 5	B = -1	C = 6	D = -9	E = -3	F = 3	G = -4	H = 10	I = -1	J = 5

O=C1NC(Cc2ccccc2)c2nc3ccc(Cl)cc3c(=O)n2-c2ncccc21 (centres undefined)
  A = -5	B = -3	C = 6	D = -4	E = -1	F = -14	G = -7	H = 9	I = -16	J = -4

CC(=O)NC(Cc1cnc[nH]1)C(=O)O (centres undefined)
  A = 5	B = -4	C = -1	D = 5	E = 5	F = 1	G = 5	H = 3	I = 0	J = -2

COc1ccc(CC(=O)Nc2nnc(SCc3ccccc3)s2)cc1S(=O)(=O)N1CCOCC1
  A = -2	B = 0	C = 5	D = -1	E = -10	F = -3	G = 0	H = -9	I = -19	J = 0

COc1ccc(C(=O)Nc2nc(-c3ccc(OC)cc3)c(-c3ccc([N+](=O)[O-])cc3)s2)cc1
  A = -2	B = -1	C = -2	D = 1	E = 7	F = 10	G = -3	H = -8	I = -10	J = -1

O=c1c2ccccc2ncn1CCCSc1ccccc1
  A = -1	B = -1	C = -8	D = -6	E = -5	F = 0	G = -8	H = 15	I = -8	J = -1

COc1ccccc1N1CC(C(=O)Nc2nc(C)cs2)CC1=O (centres undefined)
  A = 1	B = 10	C = 3	D = -4	E = -9	F = 0	G = -2	H = 3	I = 5	J = 9

CCOC(=O)NC(O)C(=O)c1ccc(F)cc1 (centres undefined)
  A = 3	B = -2	C = 3	D = 1	E = -5	F = 2	G = 2	H = 2	I = 1	J = -2

C=CCNC(=O)CC(=O)N/N=C/c1ccc(C(=O)OC)cc1
  A = 2	B = 1	C = -1	D = -5	E = -6	F = 1	G = -7	H = -3	I = 5	J = -1

Cc1ccc(SCC(=O)NC(=O)NC2CCCC2)c(C)c1
  A = -1	B = -5	C = -6	D = 3	E = 3	F = 0	G = -4	H = -6	I = -8	J = -2

CN(C)c1ccc(/C=C/C#N)cc1
  A = 4	B = 3	C = 0	D = -3	E = 0	F = -1	G = -3	H = 4	I = 3	J = -2

O=C(Nc1cc(C(F)(F)F)ccc1N1CCOCC1)c1ccc[n+]([O-])c1
  A = -3	B = -4	C = 1	D = 7	E = 4	F = -1	G = 1	H = -4	I = 2	J = 0

Cc1cc(C)c(NS(=O)(=O)c2ccc3c(c2)oc(=O)n3C)c(C)c1
  A = -1	B = 2	C = 6	D = -7	E = 3	F = -3	G = 0	H = 3	I = -1	J = 39*

Cn1c(=O)c2cc(S(=O)(=O)NCCC(=O)N3CC=C(c4ccccc4)CC3)ccc2n(C)c1=O
  A = 0	B = -1	C = 4	D = -8	E = 1	F = -7	G = -2	H = -5	I = 3	J = 0

CCOC(=O)C1CCN(C(=O)/C=C/c2ccc(S(=O)(=O)N3CCOCC3)cc2)CC1
  A = -3	B = 0	C = 2	D = 3	E = 9	F = -1	G = 2	H = -4	I = -2	J = 3

COC(=O)c1cccnc1-n1c(=O)c2cccnc2n(Cc2ccc(Cl)cc2)c1=O
  A = 4	B = 2	C = -2	D = 4	E = 0	F = -2	G = -9	H = -7	I = 8	J = -3

COc1ccc(C(=O)Nc2ccc3c(c2)C(=O)NC3=O)cc1
  A = -5	B = 2	C = 2	D = 5	E = 3	F = -5	G = 1	H = -52	I = -2	J = 1

Cc1cccc2c(=O)c(C(=O)NCCCN3CCOCC3)c[nH]c12
  A = 2	B = -2	C = -4	D = -5	E = 3	F = 5	G = -4	H = 2	I = -4	J = 2

COc1ccc(NC(=O)COc2ccccc2F)cc1S(=O)(=O)N1CCCCC1
  A = 2	B = 0	C = -4	D = 1	E = -5	F = 2	G = 6	H = -5	I = -6	J = -1

COc1ccc(-n2cc(CN(C)C(C)c3ccncn3)c(-c3cccc(F)c3)n2)cc1 (centres undefined)
  A = 2	B = 5	C = -3	D = 4	E = -1	F = -3	G = -1	H = -4	I = -24	J = 0

COCCn1c(=S)[nH]c2cc(C(=O)NC3CCCCCC3)ccc2c1=O
  A = 2	B = 1	C = 1	D = -3	E = 1	F = 0	G = 7	H = 4	I = 1	J = 1

Seven structures from above, arranged by number of heavy atoms, descending.
Labels used below: A = MBD2 inh; B = PRMT1 FP inh; C = rCAG RNA binder; D = TCR CD3 inh; E = mABHD4 FP; F = NPR1 activator; G = NPR2 activator; H = SIAE primary; I = HTRA1 inh; J = UHRF1 MBD2 ctr
Cn1c(=O)c2cc(S(=O)(=O)NCCC(=O)N3CC=C(c4ccccc4)CC3)ccc2n(C)c1=O
  A = 0	B = -1	C = 4	D = -8	E = 1	F = -7	G = -2	H = -5	I = 3	J = 0

CCOC(=O)C1CCN(C(=O)/C=C/c2ccc(S(=O)(=O)N3CCOCC3)cc2)CC1
  A = -3	B = 0	C = 2	D = 3	E = 9	F = -1	G = 2	H = -4	I = -2	J = 3

COCCn1c(=S)[nH]c2cc(C(=O)NC3CCCCCC3)ccc2c1=O
  A = 2	B = 1	C = 1	D = -3	E = 1	F = 0	G = 7	H = 4	I = 1	J = 1

Cc1cc(C)c(NS(=O)(=O)c2ccc3c(c2)oc(=O)n3C)c(C)c1
  A = -1	B = 2	C = 6	D = -7	E = 3	F = -3	G = 0	H = 3	I = -1	J = 39*

COc1ccccc1N1CC(C(=O)Nc2nc(C)cs2)CC1=O (centres undefined)
  A = 1	B = 10	C = 3	D = -4	E = -9	F = 0	G = -2	H = 3	I = 5	J = 9

COc1ccc(C(=O)Nc2ccc3c(c2)C(=O)NC3=O)cc1
  A = -5	B = 2	C = 2	D = 5	E = 3	F = -5	G = 1	H = -52	I = -2	J = 1

CCOC(=O)NC(O)C(=O)c1ccc(F)cc1 (centres undefined)
  A = 3	B = -2	C = 3	D = 1	E = -5	F = 2	G = 2	H = 2	I = 1	J = -2

(cont.)
| SMILES | MBD2 inh | PRMT1 FP inh | rCAG RNA binder | TCR CD3 inh | mABHD4 FP | NPR1 activator | NPR2 activator | SIAE primary | HTRA1 inh | UHRF1 MBD2 ctr |
| --- | --- | --- | --- | --- | --- | --- | --- | --- | --- | --- |
| CCCc1nnc(SCC(=O)N2CCOCC2)n1CCCOC | 3 | -1 | -2 | 10 | 3 | 4 | -3 | 11 | 4 | -1 |
| COc1cc(NC(=O)COc2ccc(Br)cc2)ccc1NC(=O)C(C)C | 0 | 0 | -2 | -4 | 2 | 2 | 1 | -3 | 1 | -1 |
| Cc1cc2c(cc1C)C(c1ccccc1Br)CC(=O)N2 (centres undefined) | 10 | 4 | -1 | -5 | -11 | -6 | -3 | 9 | -13 | 23* |
| Cc1cc(C)c2cc(C#N)c(NCCCNC(=O)c3cccnc3)nc2c1 | -1 | 2 | 6 | -6 | 7 | 10 | 0 | 2 | -2 | -1 |
| O=C(COc1ccccc1)NCCc1cn2ccsc2n1 | -5 | -6 | 4 | -2 | 0 | -1 | -2 | 2 | 4 | -1 |
| O=C(NC1CCN(Cc2ccc(F)cc2)CC1)c1ccccc1 | 6 | 1 | -6 | -1 | -1 | -2 | -5 | -8 | 3 | 2 |
| C=CCN1C(=O)[C@@H](CC(=O)NCc2ccccc2)[C@]2(C(=O)OCC)CCCCC/C=C/12 | 2 | 0 | 5 | / | -1 | -1 | 4 | 5 | / | 1 |
| COc1ccccc1NC(=O)C1CCCN(S(=O)(=O)c2ccc3[nH]c(=O)ccc3c2)C1 (centres undefined) | 3 | 3 | 3 | -3 | 3 | 2 | 3 | 0 | -8 | 1 |
| Cc1cccc(C(=O)NCCc2nnc(SCC(=O)Nc3cccc(C(=O)O)c3)n2C)c1 | 0 | 3 | 4 | 12 | 8 | 0 | 0 | -3 | 3 | -1 |
| CCOCCCNC(=S)Nc1ccc2nc(N3CCOCC3)cc(C)c2c1 | -4 | 0 | -1 | -2 | 6 | 8 | 2 | 17* | 7 | -6 |
| COC(=O)c1sccc1NC(=O)c1ccncc1 | -1 | 0 | -1 | 6 | 1 | 2 | 2 | -7 | -4 | -7 |
| CN(/N=C/c1ccc(N(C)C)cc1)C1=NS(=O)(=O)c2ccccc21 | 3 | 2 | 1 | -4 | -1 | -9 | -6 | 5 | 2 | 0 |
| Cc1ccc(C(=O)CSc2nnc3c4ccccc4nc(Cc4ccccc4)n23)cc1 | 0 | -1 | 3 | 3 | -5 | 3 | 6 | -3 | -4 | -1 |

Only part of the results is shown; rates above refer to the full screens.
